# D1 PAM = Potentiators of Human D1 Dopamine Receptor: qHTS | D(1A) dopamine receptor (Homo sapiens), P21728 | HEK293 TREx D1 cells, calcium flux, dopamine EC20 potentiation | potentiation, % at 10 µM | 360,000 tested, 0.036% active | AID 504651, 2011; in the data active means potentiation above about 30%; further: 0% is about no effect
# GRP78 ERSR act = qHTS for Inducers of the Endoplasmic Reticulum Stress Response (ERSR) in Human Glioma: qHTS; U87-MG GRP78 promoter luciferase reporter, 16 h; Potency, µM, inactives show at the highest dose activation, most hits filed as activators; 420,000 tested, 0.02% active; AID 602332, 2012; further: potency means the concentration at half of the fitted maximal effect; series mostly up to about 76 µM; % of control where 0% means no effect; nearly all actives have a fitted effect of over 35% in size
#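 Stably transfected U87-MG glioma cells carrying a GRP78-based luciferase sensor; 16 h compound incubation. Luminescence end-point read 10 min after Bright-Glo addition at room temperature.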
# D2 PAM = HTS Assay for Positive Allosteric Modulators of the Human D2 Dopamine Receptor: Primary Screen for Potentiators. HEK293 T-REx D2, calcium flux, EC20 dopamine potentiation. AID 485347, 2010. D(2) dopamine receptor (Homo sapiens), P14416. potentiation, % at 10 µM. 340,000 tested, 0.34% active;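 active means potentiation over 3 SD above the plate norm, cut at about 30% in these data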; further: 0% is about no effect
#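 Tetracycline-induced HEK293 T-REx cells force-coupled to calcium signalling expressed D2; compounds were pin-added after a 10 s baseline, read kinetically 180 s, then an EC20 dopamine challenge followed with a further 180 s calcium read.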
# LDHA inh = qHTS assay for inhibitors of human lactate dehydrogenase; purified LDHA, NADH/diaphorase-resazurin fluorescence; active compounds read low; 480,000 tested, 0.15% active; AID 1347041, 2019; activity change, % (values are at about 110 or 230 µM); L-lactate dehydrogenase A chain (Homo sapiens), P00338; in the data active means activity change below about -30%; inconclusive means mostly about -25% to -30%;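 further: plate controls were DMSO wells for no effect and wells without enzyme for full effect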
#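 Resorufin fluorescence (ex540/em590), read at 0 and 20 min after diaphorase/resazurin addition, reports the NADH left after a 5 min room-temperature reaction of 2 nM human LDH5 with 0.06 mM NADH and 0.2 mM pyruvate.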
# RXFP1 agonist = qHTS Assay for Agonists of the Relaxin Receptor RXFP1. Relaxin receptor 1 (Homo sapiens), Q9HBX9. HEK293T-RXFP1 cAMP TR-FRET, 30 min; response scale: percent of porcine relaxin response, buffer zero. Potency, µM (series often up to 57.5 µM), without a hit: at the top dose activation, hits mostly activators. 370,000 tested, 0.3% active. AID 2676, 2010; further: potency means the concentration at half of the fitted maximal effect; on the % scale 0 is the no-effect control and ±100 the full control effect; nearly all actives have a fitted effect of over 60% in size; many of its hits are not listed in these tables
# Target sequence (Q9HBX9 whole entry, looked up): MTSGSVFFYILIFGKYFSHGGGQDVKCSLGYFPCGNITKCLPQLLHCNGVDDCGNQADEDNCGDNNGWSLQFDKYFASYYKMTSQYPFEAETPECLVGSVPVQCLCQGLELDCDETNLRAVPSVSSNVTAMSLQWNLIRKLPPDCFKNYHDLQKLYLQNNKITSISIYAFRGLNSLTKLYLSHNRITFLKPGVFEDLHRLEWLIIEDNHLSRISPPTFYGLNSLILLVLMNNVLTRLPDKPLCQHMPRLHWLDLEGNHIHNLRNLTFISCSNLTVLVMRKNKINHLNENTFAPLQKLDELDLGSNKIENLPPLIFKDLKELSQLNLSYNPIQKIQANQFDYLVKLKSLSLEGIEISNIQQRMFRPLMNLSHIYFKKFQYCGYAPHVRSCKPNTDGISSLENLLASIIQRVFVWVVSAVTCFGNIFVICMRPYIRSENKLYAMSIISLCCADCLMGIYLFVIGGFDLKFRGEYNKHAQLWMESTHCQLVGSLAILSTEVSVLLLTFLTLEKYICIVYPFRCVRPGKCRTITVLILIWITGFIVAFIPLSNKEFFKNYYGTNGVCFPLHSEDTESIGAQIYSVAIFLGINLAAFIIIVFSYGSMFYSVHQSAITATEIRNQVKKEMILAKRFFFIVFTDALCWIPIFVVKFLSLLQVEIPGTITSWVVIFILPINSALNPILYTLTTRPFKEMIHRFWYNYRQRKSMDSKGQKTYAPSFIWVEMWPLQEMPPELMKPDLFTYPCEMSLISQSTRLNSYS
#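 HEK293T cells stably expressing RXFP1 were pretreated with the PDE4 inhibitor Ro 20174, exposed to compounds for 30 min at 37C, lysed, and cAMP was read by TR-FRET. Data normalized to buffer (basal) and 29 nM porcine relaxin (100%).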
# D1 ag = Allosteric Agonists of the Human D1 Dopamine Receptor: qHTS | activation, % at 2 µM | HEK293 T-REx D1 cells, calcium flux, agonist mode | D(1A) dopamine receptor (Homo sapiens), P21728 | 360,000 tested, 1% active; in the data active means activation above about 30%; further: 0% is about no effect
#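 Inducible HEK293 T-REx D1 cells, force-coupled to calcium signalling, were plated at 4000 cells/well with tetracycline and held overnight at 30 C. After no-wash calcium dye loading, compound-evoked calcium rise over 180 s flagged agonists.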
# Vif-APOBEC3F blk = qHTS for Inhibitors of Vif-A3F Interactions: qHTS; HeLa A3F-eYFP + Vif (tagged APOBEC3F with the HIV-1 protein that degrades it), YFP fluorescence increase; Potency, µM (titrated, usually from 46.1 µM), for the others: top-dose activity, negative = active; 390,000 tested, 0.2% active; further: potency means the concentration at half of the fitted maximal effect; % of control where 0% means no effect; nearly all actives have a fitted effect of over 65% in size
#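 HeLa cells stably expressing A3F-eYFP plus Vif, plated and incubated overnight at 37 deg C, then exposed to compounds overnight at 37 deg C. Blocked degradation read as raised yellow fluorescence (Ex 488/Em 500-530).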
# D1 antag = Antagonist of Human D 1 Dopamine Receptor: qHTS; HEK293 TREx D1 cells, calcium flux, dopamine EC80; active compounds read low; activity change, negative = inhibition, % at 10 µM; 360,000 tested, 3.2% active; AID 504652, 2011; in the data active means activity change below about -30%; further: on the % scale 0 is the no-effect control and ±100 the full control effect
#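 After overnight tetracycline induction at 30 C, force-coupled D1 HEK293 cells took up a no-wash calcium dye at room temperature. Compounds were added and monitored 180 s, and the response to EC80 dopamine was then recorded.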
# Vif-APOBEC3G blk = qHTS for Inhibitors of Vif-A3G Interactions: qHTS. Potency, µM (series often up to 46.1 µM), for inactives: top-dose activity, negative = active, actives largely listed as inhibitors. 410,000 tested, 0.076% active. DNA dC->dU-editing enzyme APOBEC-3G (Homo sapiens), Q9HC16. HeLa A3G-eYFP + Vif (tagged APOBEC3G with the HIV-1 protein that degrades it), YFP fluorescence, overnight;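 further: potency means the concentration at half of the fitted maximal effect; on the % scale 0 is the no-effect control and ±100 the full control effect; nearly all actives have a fitted effect of over 60% in size; hits raise eYFP signal because A3G escapes Vif-driven loss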
# Target sequence (Q9HC16 whole entry, looked up): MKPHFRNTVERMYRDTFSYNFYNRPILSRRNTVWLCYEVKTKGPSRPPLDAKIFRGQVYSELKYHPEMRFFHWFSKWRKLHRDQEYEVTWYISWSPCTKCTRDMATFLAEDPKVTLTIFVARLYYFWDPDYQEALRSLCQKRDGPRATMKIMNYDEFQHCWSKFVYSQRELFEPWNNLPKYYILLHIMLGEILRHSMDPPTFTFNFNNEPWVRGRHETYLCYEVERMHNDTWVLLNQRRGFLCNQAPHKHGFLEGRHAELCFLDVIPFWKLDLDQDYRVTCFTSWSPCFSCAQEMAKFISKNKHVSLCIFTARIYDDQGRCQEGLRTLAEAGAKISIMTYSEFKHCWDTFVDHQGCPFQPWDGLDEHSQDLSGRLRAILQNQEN
#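 Read-out is eYFP fluorescence (Ex 488/Em 500-530) from Vif-expressing HeLa A3G-eYFP cells; more signal means A3G escaped Vif-mediated degradation. Cells plated overnight, compound pinned in, incubated overnight at 37 deg C.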
# An asterisk follows results filed as active; ? = inconclusive; . = no result given; & = joins results of further samples. Unless noted, the call rests on the fitted dose curve; in most records, active means well fitted curve in the direction sought with a large enough effect; inconclusive means small, poorly fitted or top-dose-only effect, or another doubt; inactive means no such curve, though single readings can be large; an effect the other way counts as inactive or inconclusive. Some of the compounds tested, so the mix of outcomes need not match the whole.
# Second line of a record: D1 antag	GRP78 ERSR act	LDHA inh	D1 PAM	Vif-APOBEC3F blk	RXFP1 agonist	D1 ag	Vif-APOBEC3G blk	D2 PAM
- CN1CCN(C(=O)c2ccccc2N(Cc2ccccc2)S(C)(=O)=O)CC1
 : -2.6	-4.7%	-4.8	2.4	1.3%	-0.8%	1.7	2.6%	-10.6
- O=C(O)CC12CC3CC(C1)CC(n1ncc(N4CCC5(CC4)OCCO5)c(Cl)c1=O)(C3)C2
 : -15.2	-6.4%	-0.6	-4.0	-17.1%	-2.3%	4.0	0.8%	1.3
- Cc1ccc(NC(=O)CC2=NC(=O)C(CC(=O)Nc3ccccc3C)S2)cc1 (stereo not drawn)
 : -4.6	-6.7%	-6.1	7.1	?	1.2%	-0.3	-20.1%	-2.2
- COc1ccc(NS(=O)(=O)c2cc(N=Nc3c(O)[nH]c(=O)[nH]c3=O)ccc2OC)cc1Br
 : .	-2.7%	-12.7	.	-7.7%	.	.	-1.1%	.
- COc1cc(/C=C/C(=O)N2CC(C)OC(C)C2)cc(OC)c1OC (stereo not drawn)
 : 9.6	-3.0%	0.9	-2.9	5.1%	-1.3%	2.3	2.3%	0.5
- CNC(=O)c1c(C)nn(-c2ccc(F)c(Cl)c2)c1-c1cc(C)on1
 : 21.5	-1.9%	-7.8	-1.4	8.3%	0.8%	0.7	-0.2%	0.2
- COc1ccc(Cc2nnc(NC(=O)c3ccccc3F)s2)cc1
 : 9.4	0.1%	-8.7	8.6	4.7%	-0.3%	7.8	-8.5%	-5.8
- CC(=O)NC(c1ccc(Cl)cc1Cl)c1ccc2cccnc2c1O (stereo not drawn)
 : 13.4	-7.6%	14.4	0.5	-19.5%	-0.6%	7.1	-23.9%	-9.2
- O=C(COC(=O)COc1ccccc1)Nc1cccnc1Cl
 : .	-5.3%	-2.6	.	2.9%	.	.	0.0%	.
- Cn1c(=O)n(Cc2ccccc2Cl)c(=O)c2c1nc1n2CCN1c1ccccc1
 : 0.8	-0.3%	-9.0	-1.3	0.6%	-0.2%	-0.3	6.1%	-3.1
- O=C(CN1CCN(Cc2ccc3c(c2)OCO3)CC1)Nc1ccc2c(c1)OCCO2
 : -8.6	-2.4%	-14.3	1.6	1.7%	-0.5%	0.0	-1.3%	-6.9
- NC(N)=Nc1nc2cc([N+](=O)[O-])ccc2o1
 : 1.1	3.2%	-1.0	-1.4	-1.3%	-0.3%	0.1	-0.5%	0.5
- N#CCc1ccnc2ccccc12
 : .	-3.5%	-6.0	.	?	.	.	?	.
- CCN1C(=O)[C@H]2[C@@H](c3ccc(-c4cccc(Cl)c4)c(OC)c3)N[C@@](CC(C)C)(C(=O)OC)[C@H]2C1=O
 : -7.5	-2.2%	0.4	-6.5	-0.3%	0.4%	7.4	-2.1%	13.4
- Cn1cnc([N+](=O)[O-])c1SCC(O)CCl (stereo not drawn)
 : 21.5	0.1%	-3.6	-3.5	1.0%	3.7%	2.1	-6.4%	1.8
- COc1cccc(C2C(C(=O)/C=C/c3ccco3)=C(O)C(=O)N2CCN2CCOCC2)c1 (stereo not drawn)
 : 2.3	-2.7%	4.3	1.9	-0.3%	0.0%	4.9	-3.4%	15.2
- CC(=O)Nc1ccc(S(=O)(=O)N2CCN(c3cccc(C)c3C)CC2)cc1
 : -9.9	-4.5%	-1.5	-6.2	-0.7%	0.4%	18.4	-20.6%	-25.0
- CSc1ccc(CNC(=O)CCn2c(=O)c3cccn3c3ccc(F)cc32)cc1
 : -17.4	-3.9%	-3.9	-1.4	-4.8%	?	1.5	?	-0.9
- O=C(c1ccc2c(c1)OCO2)N1CCC2(CC1)Oc1ccc(Cl)cc1C(=O)C21CC(c2ccc(Cl)cc2)=NO1 (stereo not drawn)
 : 21.4	.	.	5.3	.	0.0%	2.1	.	13.6
- Cc1ccccc1NC(=O)CCN1CCN(Cc2ccccc2)CC1
 : 3.7	-1.3%	-3.8	4.2	1.2%	1.0%	-1.4	1.3%	-13.5
- CC(=O)NC(=S)Nc1ccc(S(=O)(=O)Nc2nc(C)cc(C)n2)cc1
 : 6.5	-1.0%	-1.7	-5.2	11.9%	5.9%	-0.9	0.3%	6.5
- O=C(NC(=S)Nc1ccc(CN2CCCCC2)cc1)c1cc2ccccc2o1
 : -5.0	0.5%	2.2	-4.2	5.0%	-2.6%	5.5	1.3%	5.7
- CCN(CC)S(=O)(=O)c1ccc(C(=O)Nc2cccc(C)c2)cc1
 : -26.2	3.0%	4.0	-2.0	0.0%	-4.0%	17.6	-1.6%	7.7
- Cc1noc(C)c1C(=O)Nc1ccc(S(=O)(=O)N2CCCCC2)cc1
 : -9.4	-0.4%	-2.1	3.5	6.5%	0.5%	4.1	-3.5%	.
- CCCOc1ccc(Nc2nc(SC)ncc2C(=O)OCC)cc1
 : 12.1	-0.8%	-1.1	1.1	4.5%	0.4%	-0.9	1.2%	24.3
- Cc1ccc(NC(=O)C(C)SCC(=O)Nc2ccc(F)cc2)cc1S(=O)(=O)N1CCOCC1 (stereo not drawn)
 : -25.1	-0.7%	7.4	1.1	-9.7%	0.5%	-0.6	1.4%	-16.1
- CCC(=O)NC(=S)Nc1ccc(NC(=O)COc2ccc([N+](=O)[O-])cc2)cc1
 : -10.0	-5.1%	-2.4	-2.2	0.5%	2.1%	5.6	-5.4%	-9.0
- COC(=O)c1ccccc1NC(=O)C1CC(=O)N(c2ccc(F)cc2)C1 (stereo not drawn)
 : -2.7	-5.0%	-4.6	-2.5	5.3%	-1.3%	-2.4	-1.1%	.
- COC(=O)c1sc(-c2ccc(C(C)(C)C)cc2)cc1NC(=O)CCC(=O)O
 : -14.6	-1.1%	-1.9	7.2	4.2%	8.5%	29.7	-0.1%	-4.8
- CN(C)S(=O)(=O)c1ccc(Cl)c(NC(=O)COC(=O)C2CCCO2)c1 (stereo not drawn)
 : 2.0	-3.6%	-3.8	-4.9	2.6%	1.0%	1.6	2.2%	.

# Compound profiles, as listed above. Screens in order: D1 antag, GRP78 ERSR act, LDHA inh, D1 PAM, Vif-APOBEC3F blk, RXFP1 agonist, D1 ag, Vif-APOBEC3G blk, D2 PAM
# Entry for CC(=O)Nc1ccc(S(=O)(=O)N2CCN(c3cccc(C)c3C)CC2)cc1 : -9.9, -4.5%, -1.5, -6.2, -0.7%, 0.4%, 18.4, -20.6%, -25.0
# Entry for COC(=O)c1sc(-c2ccc(C(C)(C)C)cc2)cc1NC(=O)CCC(=O)O : -14.6, -1.1%, -1.9, 7.2, 4.2%, 8.5%, 29.7, -0.1%, -4.8
# Entry for Cn1c(=O)n(Cc2ccccc2Cl)c(=O)c2c1nc1n2CCN1c1ccccc1 : 0.8, -0.3%, -9.0, -1.3, 0.6%, -0.2%, -0.3, 6.1%, -3.1

# (more compounds)
# Second line of a record: D1 antag	GRP78 ERSR act	LDHA inh	D1 PAM	Vif-APOBEC3F blk	RXFP1 agonist	D1 ag	Vif-APOBEC3G blk	D2 PAM
- Cc1ccccc1NC(=S)NC1(C)CCS(=O)(=O)C1 (stereo not drawn)
 : 5.1	-1.3%	-7.7	3.3	-2.9%	0.0%	1.5	-2.8%	-1.6
- C=CCOc1ccc(CN(C)CC(=O)Nc2ccc3c(c2)CCC3)cc1
 : 0.6	0.8%	-11.4	-3.5	11.6%	1.0%	2.9	3.2%	-3.2
- COc1ccc(CNC(=O)CCNC(=O)N2CC(=O)Nc3ccccc32)cc1
 : .	1.7%	0.8	.	-10.2%	.	.	1.9%	.
- COc1ccc(NC(=O)c2nc[nH]c2C(=O)Nc2ccccc2C)cc1
 : 2.2	-6.3%	-6.3	5.6	2.5%	2.4%	2.1	?	9.0
- COc1ccc(C)cc1NC(=O)c1cc(S(=O)(=O)N2CCCCC2)ccc1N1CCOCC1
 : -6.2	-2.8%	1.7	-0.5	7.2%	0.8%	3.7	-1.5%	-3.8
- O=C1/C(=C/c2ccc(F)cc2)CCC1C1CCCC1 (stereo not drawn)
 : 17.1	-2.4%	-1.2	1.4	17.1%	0.4%	2.1	0.1%	7.3
- COC(=O)[C@H](Cc1ccccc1)NC(=O)C1CCN(C(=O)[C@H](C)NS(=O)(=O)c2ccc(C)cc2)CC1
 : 4.1	?	-0.6	-0.2	0.7%	-2.4%	2.5	0.8%	-5.2
- Cc1cccc(CSC2=NCCN2C(=O)C2CC2)c1
 : 2.9	-0.9%	-12.3	-0.9	-1.9%	0.0%	1.6	1.9%	-0.4
- CCn1nc(C(=O)Nc2cccc3ccccc23)c(Cl)c1Cl
 : 2.6	-3.7%	6.7	-3.6	-11.6%	1.0%	4.7	-26.7%	11.0
- O=c1[nH]c(CN2CCN(CCO)CC2)nc2ccccc12
 : 0.7	-0.2%	-3.6	3.1	6.2%	2.8%	-1.1	0.0%	13.9
- Cc1[nH]c2ccccc2c1C(=O)CSc1nc2ccccc2c(=O)n1-c1ccccc1F
 : -4.3	.	.	1.9	.	?	2.4	.	17.9
- Cc1c(C(=O)N2CCCCC2C)sc2ncnc(N3CCc4ccccc4C3)c12 (stereo not drawn)
 : 7.2	5.5%	-5.8	0.4	-17.8%	0.7%	2.0	0.4%	-2.2
- CC(=O)NO
 : .	0.7%&-4.5%	-0.1	.	-2.1%	.	.	1.6%	.
- COc1ccc(S(=O)(=O)NC(CC(=O)NCc2ccco2)C(C)C)cc1 (stereo not drawn)
 : -8.4	-4.9%	-5.4	-0.6	1.0%	0.2%	1.7	1.2%	-8.2
- CCN(CC)C(=O)Oc1ccnc2cc(Cl)ccc12
 : -3.0	-7.4%	-8.8	-2.6	-4.8%	0.4%	3.8	-0.9%	5.3
- COc1ccccc1NC(=O)CSc1nnc(Cn2cnc3ccccc32)n1C
 : -22.0	-3.7%	-3.5	-5.5	4.1%	0.6%	2.5	-0.7%	29.4
